GLP1R cytotox: cytotoxic in the GLP-1 receptor inverse agonist counter-screen | Potency, µM (top dose mostly 38.3 µM), for inactives: top-dose activity change, negative = inhibition, hits mostly inhibitors | 410,000 tested, 0.13% active | AID 624418 | HEK293 cAMP-luciferase reporter cells, luminescence, 24 h;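 further: loss of luciferase light is scored as toxicity; potency means the concentration at half of the fitted maximal effect; on the % scale 0 is the no-effect control and ±100 the full control effect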
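Here, cytotoxicity is scored as loss of luminescence. The MLSMR collection was tested on cells seeded in medium containing 10% Nu serum, with a 24 hr compound exposure preceded by 12 hours of culture.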
DRD3 antagonist: antagonists of human D3 dopamine receptor; P35462; D3R cells, DiscoveRx beta-arrestin luminescence, antagonist mode; hits give low values; max response, negative = inhibition, %; 360,000 tested, 2.5% active; in the data active means max response below about -50%; inconclusive means no clear call, values can overlap the other calls; further: on the % scale 0 is the no-effect control and ±100 the full control effect; mostly tested at two doses, the higher about 12 µM
Target sequence (P35462 whole entry, looked up): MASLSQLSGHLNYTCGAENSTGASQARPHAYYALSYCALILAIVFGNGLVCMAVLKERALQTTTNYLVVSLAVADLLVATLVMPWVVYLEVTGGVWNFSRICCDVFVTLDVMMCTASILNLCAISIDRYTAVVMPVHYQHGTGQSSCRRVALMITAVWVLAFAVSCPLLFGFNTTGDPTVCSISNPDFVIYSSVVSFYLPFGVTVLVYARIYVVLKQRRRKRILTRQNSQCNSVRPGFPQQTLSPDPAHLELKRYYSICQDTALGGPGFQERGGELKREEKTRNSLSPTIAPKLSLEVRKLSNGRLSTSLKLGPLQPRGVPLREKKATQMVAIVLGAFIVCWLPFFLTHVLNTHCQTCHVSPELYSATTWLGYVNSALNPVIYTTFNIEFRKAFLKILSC
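Cells plated overnight at 1500 cells/well, then exposed to library compounds with dopamine controls for 90 minutes at 37 degrees C. DiscoveRx reagent added for 30–60 minutes at room temperature; luminescence read, quantitative HTS format.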
PTHR1 agonist: activates the human parathyroid hormone receptor PTHR1. Q03431. HEK293 GP2 PTHR1 cells, GloSensor cAMP luminescence, 1 h. Potency, µM (doses to about 115 µM), without a hit: at the top dose activation, hits mostly activators. 410,000 tested, 0.075% active. AID 743266; further: potency means the concentration at half of the fitted maximal effect; nearly all actives have a fitted effect of over 55% in size; some results filed as inactive show a strong effect at the top dose; inactives centre near -15; many of its hits are not listed in these tables
Target sequence (Q03431 whole entry, looked up): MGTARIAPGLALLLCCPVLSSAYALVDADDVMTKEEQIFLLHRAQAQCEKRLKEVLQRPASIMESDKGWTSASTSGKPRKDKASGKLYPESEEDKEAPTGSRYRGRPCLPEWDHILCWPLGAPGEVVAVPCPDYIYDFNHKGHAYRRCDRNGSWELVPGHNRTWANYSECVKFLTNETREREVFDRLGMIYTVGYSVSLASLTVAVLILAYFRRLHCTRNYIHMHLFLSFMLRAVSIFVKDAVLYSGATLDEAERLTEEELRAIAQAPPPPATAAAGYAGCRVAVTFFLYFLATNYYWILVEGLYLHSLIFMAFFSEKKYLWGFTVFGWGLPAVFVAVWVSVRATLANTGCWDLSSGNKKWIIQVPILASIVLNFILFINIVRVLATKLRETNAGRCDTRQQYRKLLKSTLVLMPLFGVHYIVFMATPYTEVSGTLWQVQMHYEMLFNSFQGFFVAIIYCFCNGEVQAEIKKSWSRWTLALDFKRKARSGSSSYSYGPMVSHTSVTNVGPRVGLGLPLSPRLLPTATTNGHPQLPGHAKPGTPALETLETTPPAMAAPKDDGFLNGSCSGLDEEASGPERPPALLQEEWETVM
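HEK-293-derived GP2 cells expressing PTHR1 and a GloSensor cAMP reporter, 3,000/well, plated overnight, given luciferin plus IBMX (each 0.5 mM as added) for 1 h at 37 °C, then compound for 1 h at 37 °C. Luminescence was read after 15 min at room temperature.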
GLP-1R agonist: GLP-1 receptor (human) agonism | HEK293 GLP-1R CRE-luciferase, luminescence, 4-6 h; cells express a hypersensitive GLP-1R form | Potency, µM (doses to about 45.6 µM), for inactives: top-dose activation, usual class: activators | 380,000 tested, 0.007% active | AID 624172 | P43220; further: potency means the concentration at half of the fitted maximal effect; % of control where 0% means no effect
KB-V1 MDR tox: KB-V1 MDR subline cytotoxicity. KB-V1 MDR cells viability, CellTiter-Glo, 72 h. Potency, µM (top dose mostly 46.1 µM), without a hit: top-dose activity change, negative = cytotoxicity, hits mostly cytotoxic. 400,000 tested, 3.4% active; further: potency means the concentration at half of the fitted maximal effect; on the % scale 0 is the no-effect control and ±100 the full control effect; nearly all actives have a fitted effect of over 60% in size
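KB-V1, DMEM (no phenol red) + 10% FBS; cpd pin-transferred, titration series; 72 h, 37 degrees C; CellTiter-Glo, luminescence. Data normalized, curve-fit.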
aSyn yeast inh: alpha-synuclein toxicity inhibition in yeast | Yeast expressing alpha-synuclein, growth rescue, BacTiter-Glo, 24 h | Potency, µM (highest dose often 46.1 µM), for inactives: top-dose growth rescue (activation), actives largely listed as activators | 370,000 tested, 0.14% active | AID 652106; further: potency means the concentration at half of the fitted maximal effect; % of control where 0% means no effect; nearly all actives have a fitted effect of over 65% in size
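Readout is rescue of growth in alpha-synuclein-expressing yeast, so inhibitors of toxicity appear as activators. Growth after 24 hr at 30 deg C in galactose medium is quantified by luminescence.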
DRD3 agonist: D3 dopamine receptor (human) agonism | P35462 | AID 652048 | 410,000 tested, 0.58% active | D3R DiscoveRx beta-arrestin cells, luminescence, 90 min | max activation, %; in the data active means max activation above about 30%; further: 0% is about no effect; mostly tested at two doses, the higher about 12 µM
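Cells at 1500/well, incubated overnight, then treated with pinned compounds (dopamine as control) for 90 min at 37 degrees C. DiscoveRx reagent added for 30 - 60 minutes at room temperature; luminescence read.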
GLP1R inv ag: GLP-1 receptor (human) inverse agonism; HEK293 GLP-1R CRE-luciferase, luminescence, 24 h; GLP-1R form is constitutively active; Potency, µM (top dose mostly 38.3 µM), without a hit: at the highest dose activity change, negative = inhibition, most hits filed as inhibitors; 410,000 tested, 1.6% active; P43220; further: potency means the concentration at half of the fitted maximal effect; on the % scale 0 is the no-effect control and ±100 the full control effect; nearly all actives have a fitted effect of over 55% in size
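Cells are plated, allowed 12 hours at 37 deg C, then treated with compounds for 24 hr before luciferase detection reagent is added and luminescence is read after 12 min at room temperature. The HEK293 line carries constitutively active GLP-1R with a cAMP-responsive reporter.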
TDP43 rescue: inhibitors of TDP-43 toxicity in yeast; TDP-43 expressing yeast growth rescue, BacTiter-Glo, 24 h; AID 652104; Potency, µM (highest dose often 46.1 µM), for inactives: at the highest dose growth rescue (activation), hits mostly activators; 410,000 tested, 1.8% active; further: potency means the concentration at half of the fitted maximal effect; % of control where 0% means no effect; nearly all actives have a fitted effect of over 50% in size
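In this qHTS, compounds that restore growth of yeast expressing TDP-43 appear as activators. Cells (OD600=0.02, galactose medium, raffinose-pregrown) are incubated with compound 24 hr at 30 deg C and growth is quantified by BacTiter-Glo.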
Active calls of the source: *; i = inactive; ? = inconclusive; . = not tested or not shown; & = joins results of further samples; [ ] = remark or other dose. Unless noted, the call rests on the fitted dose curve; in most records, active means well fitted curve in the direction sought with a large enough effect; inconclusive means small, poorly fitted or top-dose-only effect, or another doubt; inactive means no such curve, though single readings can be large; an effect the other way counts as inactive or inconclusive. An excerpt, so the mix of outcomes need not match the whole.

SMILES | GLP1R cytotox | DRD3 antagonist | PTHR1 agonist | GLP-1R agonist | KB-V1 MDR tox | aSyn yeast inh | DRD3 agonist | GLP1R inv ag | TDP43 rescue
CC(C)OC(=O)CSc1nnc(-c2ccccc2)n1N | 3% | -18 | i | -5% | 21% | . | -1 | -7% | 0%
CCCOc1ccc(/C=N/Nc2ccccc2[N+](=O)[O-])c(O)c1 | -21% | 7 | -34% | -11% | ? | -6% | 3 | -47% | 4%
O=C(c1ccc2c(c1)N(Cc1ccc(F)cc1)C(=O)c1ccccc1S2=O)N1CCC(Cc2ccccc2)CC1 (stereo not given) | -9% | . | -13% | -6% | ? | . | 2 | ? | 11%
CN(c1ccc(Cl)cc1)S(=O)(=O)c1nnc(NC(=O)C2CCCCC2)s1 | -18% | . | -4% | . | . | . | -17 | ? | 0%
COc1ccc(OCC(=O)N/N=C(\C)c2ccc(OC)cc2)cc1 | -3% | -9 | -3% | 6% | -22% | 1% | -5 | 6% | 17%
COc1ccc(NC(=O)[C@@H]2CCCN2C(=O)[C@@H]2Cc3ccccc3CN2C(=O)OC(C)(C)C)cc1 | -14% | -27 | -1% | 3% | ? | 0% | -14 | ? | -13%
COc1ccc(/C=C/C(=O)Nc2ccccc2)cc1OC | -1% | 12 | i | 8% | 0% | -10% | 6 | 21% | -1%
O=c1c2ccccc2nc2n1C(CSc1ccc(F)cc1)CN2 (stereo not given) | 39%[activator] | 19 | -10% | 4% | -3% | 0% | -11 | -6% | 5%
CN(C)S(=O)(=O)c1cccc(NC(=S)NC23CC4CC(CC(C4)C2)C3)c1 | -30% | -12 | -25% | 19% | -29% | 1% | -4 | 7.9µM* | -4%
Cc1csc(=O)n1CC(=O)OCc1nnc(-c2ccccc2)o1 | 17% | 11 | -27% | 0% | -8% | 3% | -1 | 14% | 20%
COc1ccc(-n2c(C)c(C(=O)O)c3cc(OC)c4ccccc4c32)cc1 | -4% | 51 | -10% | 5% | -4% | 7% | 8 | ? | 16%
COc1ccc2c(c1)CC(C(=O)NCc1ccc(F)cc1)CO2 (stereo not given) | 0% | . | i | . | 11% | . | 5 | ? | 0%[9.22 µM]
O=C(CSc1nc2ccccc2s1)N1c2ccccc2Sc2ccccc21 | 13% | 10 | ? | 0% | 21µM* | 0% | 2 | 5.6µM* | 17%
Cc1nc(-c2cccnc2)sc1C(=O)Nc1ccc(C(F)(F)F)cc1 | -2% | 9 | i | -3% | ? | -4% | -3 | 0% | 11µM*
CC1Cc2ccccc2N1C(=O)CSc1nc2cc3c(cc2cc1C#N)OCO3 (stereo not given) | 1% | 3 | i | 4% | -10% | 2% | 2 | 18% | 13%
CN(C)/C=C1/C=C(C=O)OC1=O | -7% | 6 | i | -9% | ? | 12% | 6 | -4% | 11%
Cc1ccc(Cl)cc1NC(=O)Cn1c(=O)n(CCC(=O)N2CCc3ccccc3C2)c(=O)c2ccccc21 | 7% | . | i | -1% | -26% | . | -6 | 4% | 3%
CSc1ccc(CCNC(=O)c2ccc3c(c2)c(C)c(C)n3Cc2ccc(F)cc2)cc1 | 3% | . | i | . | 4% | . | -2 | -31% | -6%
Cc1cc(C)c(C)c(N=Nc2nc3ccccc3n2C)c1C | ? | -15 | -8% | 19% | ? | -38%[inhibitor] | 0 | 7.9µM* | 7%
O=S(=O)(Nc1nc2n(n1)C(c1ccccc1)C=C(c1ccc(Cl)cc1)N2)c1ccccc1 (stereo not given) | 329%[activator] | . | 15% | . | . | . | -8 | 5% | -10%
N#Cc1ccc(C23CC4(C2)[C@H](CN(Cc2ccc(-c5ccccc5)cc2)[C@@H]4c2ccccc2)C3c2ccccc2)cc1 (stereo not given in full) | 1% | -2 | -2% | -3% | 0% | 2% | 14 | 6% | 22%
CCCc1ncc(CN2CCC(C(=O)Nc3cccc(-c4cscn4)c3)CC2)cn1 | -5% | 3 | -52%[inhibitor] | -6% | 2% | -2% | -3 | ? | 2%
CC1(C(=O)NCc2ccc(F)c(F)c2)Cc2c(-c3ccc4c(c3)OCO4)ccnc2O1 (stereo not given) | -10% | 19 | i | 7% | ? | 0% | -9 | ? | 35µM*
CCCCCn1c(CCC(=O)Oc2ccccc2OC)nc2c1c(=O)[nH]c(=O)n2CCCC | -7% | 17 | i | -2% | -2% | -7% | 5 | 0% | 16%
COc1ccc(C(=O)C(=O)c2ccc(OCCO)cc2)cc1 | 5% | 0 | -29% | 9% | -17% | -1% | -15 | 13% | 18%
CC(C)Cc1oc(C(=O)O)cc1CN | 7% | -13 | 30%[57.5 µM] | 2% | 2% | 7% | -1 | -4% | -18%
CCn1c(SCc2cccc(OC)c2)nc2ccccc2c1=O | 8% | 3 | -15% | 28% | -27% | -1% | 4 | ? | -2%
CC(c1ccccc1)N1C(=O)c2ccccc2C1(O)Cc1ccccc1 (stereo not given) | 14% | -20 | -4% | 12% | 2% | 15% | -10 | ? | -14%
O=C(NCC1CCCO1)c1cc(-c2ccccc2)nc2ccccc12 (stereo not given) | 1% | 10 | i | 11% | 0% | -1% | 9 | -2% | -4%
COc1ccc(C2C(Oc3ccccc3)C(=O)N2c2ccc(C)c(C)c2)cc1OC (stereo not given) | 5% | 3 | i | -1% | -7% | 2% | -1 | ? | 0%
COc1cc2c(cc1OC)CN(C(=O)c1ccc([N+](=O)[O-])o1)CC2 | 7% | -2 | i | 20% | ? | -3% | -1 | 68% | -74%[inhibitor]
CC1(C)N=C(/C=N/O)C=[N+]1[O-] | -8% | 0 | ? | -12% | 20% | 3% | 8 | -10% | 1%
CC1Cc2ccccc2N1S(=O)(=O)c1cccs1 (stereo not given) | 1% | -110* | -14%[57.5 µM] | 5% | 11% | 18% | 13 | -18% | 2%
CCN(c1ccccc1)c1nc(=O)c2cccnc2s1 | 1% | -4 | -13% | 18% | 0% | 2% | 6 | -21% | 17%
N#CCCn1c(=O)n(CCC#N)c2ccccc21 | -2% | -8 | 0% | 4% | 1% | -3% | 0 | 3% | -22%
COc1cc(NC(=O)c2ccc(N)nc2)cc(C(=O)Nc2cccc(C(F)(F)F)c2)c1 | -21%&1% | 0&18 | i | 0%&-2% | ? | -8%&1% | 4&-12 | ? | 18%&17%
CCc1ccc(C2CC(=O)Nc3c2c(=O)n(C)c2ncnn32)cc1 (stereo not given) | 5% | . | -18% | -7% | ? | 0% | -12 | 14% | -18%
CCOc1ccc(NC2OC(CO)C(O)C(O)C2O)c([N+](=O)[O-])c1 (stereo not given) | -7% | -13 | -7% | -9% | 0% | -4% | -5 | -11% | 9%
CC1(C)Cc2ccccc2-c2nnc(-c3ccccn3)n21 | -1% | 7 | -20%[57.5 µM] | -5% | 16% | -2% | -15 | -14% | -9%
CCc1nc(OCc2ccccc2)c2sc3nc4c(cc3c2n1)COC(C)(C)C4 | 6% | -18 | -47% | -5% | ? | 1% | 0 | 3% | -17%
COc1ccc(NC(=O)C2(C)Cc3c(-c4cccc(NC(C)=O)c4)ccnc3O2)cc1OC (stereo not given) | -24% | 17 | -2% | 25% | -7% | 0% | 4 | -16% | -6%
CCSc1nnc(NC(=O)c2ccc(C)cc2)s1 | 7% | -3 | -14%[57.5 µM] | -3% | -8% | -6% | 1 | -13% | 3%
Cc1ccc(S(=O)(=O)N(C)C)cc1NC(=O)COC(=O)Cc1ccsc1 | 8% | 5 | i | -8% | -3% | -4% | 6 | 13% | 9%
CCOC(=O)c1sc(N(Cc2ccccc2)C(=O)CSc2nnc(C3CC3)n2N)nc1C | 12% | ? | -1%[57.5 µM] | ? | ? | -9% | 0 | -30% | ?
COCCN=C1NN=C(c2cc(C)n(CC3CCCO3)c2C)CS1 (stereo not given) | 2% | -8 | 15% | 2% | -5% | -1% | -6 | 11% | -18%
COc1ccccc1-c1ocnc1C(=O)N1CCN(C(=O)C(c2ccccc2)c2ccccc2)CC1 | 0% | 1 | i | 9% | 16% | -3% | 0 | ? | -14%
CC(=O)N1CCN(S(=O)(=O)c2ccc(S(=O)(=O)NC3CC3)cc2)CC1 | 2% | ? | 17%[57.5 µM] | 2% | 0% | -6% | 3 | 0% | -21%
COCCCN1C(=O)C(=O)/C(=C(/O)c2ccc(OC)cc2)C12C(=O)N(C)c1ccccc12 (stereo not given) | 2% | 6 | 3% | -6% | 3% | 1% | 1 | 7% | 23%
NS(=O)(=O)c1cc(C(=O)NCC2CCCCC2)ccc1Cl | 11% | -8 | i | 9% | -27% | -2% | -2 | ? | -16%
CSc1ccc(/C=C2\CCn3c2nc2cc(C(=O)O)ccc2c3=O)cc1 | 11% | ? | -8% | -2% | 31% | 6% | -11 | 13% | 3%
CC(/C=N/n1c(-c2ccccn2)n[nH]c1=S)=C\c1ccccc1 | -21% | ? | 0% | 0% | 0% | -1% | -7 | 5% | 9%
CN(C)S(=O)(=O)c1cccc(NC(=O)C2Cc3ccccc3CN2C(=O)c2ccccc2)c1 (stereo not given) | -1% | -8 | -30% | 7% | -23% | -4% | -20 | -7% | -23%

Looked up by structure from above, three records:
SMILES | GLP1R cytotox | DRD3 antagonist | PTHR1 agonist | GLP-1R agonist | KB-V1 MDR tox | aSyn yeast inh | DRD3 agonist | GLP1R inv ag | TDP43 rescue
CSc1ccc(/C=C2\CCn3c2nc2cc(C(=O)O)ccc2c3=O)cc1 | 11% | ? | -8% | -2% | 31% | 6% | -11 | 13% | 3%
N#CCCn1c(=O)n(CCC#N)c2ccccc21 | -2% | -8 | 0% | 4% | 1% | -3% | 0 | 3% | -22%
CC(/C=N/n1c(-c2ccccn2)n[nH]c1=S)=C\c1ccccc1 | -21% | ? | 0% | 0% | 0% | -1% | -7 | 5% | 9%

Bioassay records from PubChem BioAssay.
